Source: PubChem
PME-1 inh – PME-1 inhibitors via competitive probe labeling, primary screen, biochemical, fluorescence polarization, FP-Rh probe, HTS | Protein phosphatase methylesterase 1 (Homo sapiens), Q9Y570 | recombinant PME-1 | inhibition, % at 5.9 µM | hit rate 0.53% among 320,000 | AID 2130, 2009;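 active means inhibition above the campaign mean of all compounds plus 3 SD, cut at about 26% in these data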;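 further: competitive labeling of PME-1 active site by serine hydrolase directed probe; 0% = PME-1 with DMSO and 100% = wells lacking PME-1 enzyme; inhibitors block probe labeling so polarization falls and inhibition rises; many of its hits are not listed in these tables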
Target sequence (Q9Y570 whole entry, looked up): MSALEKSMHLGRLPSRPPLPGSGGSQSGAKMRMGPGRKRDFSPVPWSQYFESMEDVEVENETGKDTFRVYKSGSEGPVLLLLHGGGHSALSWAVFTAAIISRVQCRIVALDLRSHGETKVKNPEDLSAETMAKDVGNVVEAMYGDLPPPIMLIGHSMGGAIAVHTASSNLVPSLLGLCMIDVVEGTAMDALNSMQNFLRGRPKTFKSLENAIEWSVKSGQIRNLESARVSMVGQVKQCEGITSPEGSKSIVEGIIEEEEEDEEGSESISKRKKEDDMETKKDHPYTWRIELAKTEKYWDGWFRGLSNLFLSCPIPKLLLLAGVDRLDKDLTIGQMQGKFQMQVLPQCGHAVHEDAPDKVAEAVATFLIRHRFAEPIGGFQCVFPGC
GSTO1 inh – inhibitors of recombinant GSTO1, primary screen, counter-screen for RBBP9 inhibitor project, biochemical, fluorescence polarization; hit rate 1.1% among 300,000; activity-based probe fluorescence polarization; inhibition, % at 5.96 µM; AID 1974, 2009;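 active means inhibition above the campaign mean inhibition plus 3 SD, cut at about 35% in these data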;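 further: 0% = GSTO1-1 with DMSO and 100% = wells lacking GSTO1-1 enzyme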
LYPLA1 counter – LYPLA1 inhibitors, primary screen, counter-screen for PME1 inhibitor project, biochemical, fluorescence polarization, FP-Rh probe ABPP | recombinant LYPLA1 | inhibition, % at 5.9 µM | hit rate 0.16% among 320,000 | AID 2174, 2009;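 active means inhibition above the mean of all tested compounds plus 3 SD, set per campaign, cut at about 14% in these data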;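 further: inhibitors block serine hydrolase probe labeling of LYPLA1 so polarization falls; 0% = enzyme with DMSO and 100% = wells lacking LYPLA1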
Target sequence (O75608 whole entry, looked up): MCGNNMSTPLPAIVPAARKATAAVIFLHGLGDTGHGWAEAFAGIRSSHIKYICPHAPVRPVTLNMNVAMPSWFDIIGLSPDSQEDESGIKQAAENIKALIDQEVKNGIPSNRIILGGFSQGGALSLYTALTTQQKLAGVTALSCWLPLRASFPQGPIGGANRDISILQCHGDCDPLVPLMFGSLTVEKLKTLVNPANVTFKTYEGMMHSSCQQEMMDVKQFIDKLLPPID
LYPLA2 counter – LYPLA2 inhibitors, primary screen, counter-screen for PME1 inhibitor project, biochemical, fluorescence polarization, FP-Rh probe ABPP | Acyl-protein thioesterase 2 (Homo sapiens), O95372 | recombinant LYPLA2 | inhibition, % at 5.9 µM | hit rate 0.38% among 320,000;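 active means inhibition above the screen-wide mean plus 3 SD, limit set per campaign, cut at about 26% in these data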;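 further: 0% = LYPLA2 with DMSO and 100% = wells lacking LYPLA2 enzyme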
pPAFAH inh – pPAFAH enzyme inhibitors, primary screen, biochemical, fluorescence polarization, human; Platelet-activating factor acetylhydrolase (Homo sapiens), Q13093; recombinant pPAFAH, FP-rhodamine probe fluorescence polarization; inhibition, % at 3.39 µM; hit rate 1.5% among 330,000; AID 463082, 2010;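 active means inhibition above the mean inhibition across the screen plus 3 SD, cut at about 25% in these data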;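 further: inhibitors block binding of the rhodamine activity-based probe so polarization drops; 0% = enzyme with DMSO and 100% = wells lacking pPAFAH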
PAD4 inh – human PAD4 inhibitors, primary screen, biochemical, fluorescence polarization, 1536-well format. Protein-arginine deiminase type-4 (Homo sapiens), Q9UM07. recombinant PAD4, RCA probe fluorescence polarization. inhibition, % at 6.36 µM. hit rate 0.41% among 330,000. AID 485272, 2010;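 active means percent inhibition above a cutoff equal to the mean of all tested compounds plus 3 SD, cut at about 15% in these data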;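 further: 0% = PAD4 with RCA probe and DMSO and 100% = probe without PAD4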
PAFAH1B3 inh – PAFAH1B3 enzyme inhibitors, primary screen, biochemical, fluorescence polarization, human; hit rate 0.28% among 340,000; inhibition, % at 3.39 µM; recombinant PAFAH1B3, FP-rhodamine probe;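 active means inhibition above the screen-wide average of all tested compounds plus 3 SD, cut at about 25% in these data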;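 further: 0% = enzyme with DMSO only and 100% = wells lacking PAFAH1B3 protein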
PAFAH1B2 inh – PAFAH1B2 enzyme inhibitors, primary screen, biochemical, fluorescence polarization, human; recombinant PAFAH1B2, FP-rhodamine activity probe; inhibition, % at 3.39 µM; hit rate 1.2% among 340,000; Platelet-activating factor acetylhydrolase IB subunit alpha2 (Homo sapiens), P68402;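 active means inhibition above the mean of all tested compounds plus 3 SD, cut at about 24% in these data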;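 further: 0% = enzyme with DMSO and 100% = wells lacking PAFAH1B2; many of its hits are not listed in these tables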
Target sequence (P68402 whole entry, looked up): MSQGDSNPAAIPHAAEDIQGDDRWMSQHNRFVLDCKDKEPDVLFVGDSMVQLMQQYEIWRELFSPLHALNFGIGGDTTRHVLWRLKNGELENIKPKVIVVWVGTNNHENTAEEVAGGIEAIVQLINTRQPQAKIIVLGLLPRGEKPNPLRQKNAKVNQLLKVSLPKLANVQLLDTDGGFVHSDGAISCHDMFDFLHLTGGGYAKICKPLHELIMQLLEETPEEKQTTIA
PAFAH2 inh – PAFAH2 enzyme inhibitors, primary screen, biochemical, fluorescence polarization, human | recombinant PAFAH2, FP-rhodamine activity probe | inhibition, % at 3.39 µM | hit rate 0.99% among 340,000 | Platelet-activating factor acetylhydrolase 2, cytoplasmic (Homo sapiens), Q99487;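 active means inhibition above the mean over all tested compounds plus 3 SD, cut at about 30% in these data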;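 further: inhibitors block probe labeling of enzyme so polarization drops; 0% = enzyme with DMSO and 100% = wells lacking PAFAH2 protein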
* hit, by the source's call; . = not tested or not shown. The list is partial; the hit share may differ from the screen's.

molecule | PME-1 inh | GSTO1 inh | LYPLA1 counter | LYPLA2 counter | pPAFAH inh | PAD4 inh | PAFAH1B3 inh | PAFAH1B2 inh | PAFAH2 inh
COc1cccc(N2CCN(Cc3nc(N)nc(Nc4ccccc4OC)n3)CC2)c1 | -3 | 4 | -1 | -3 | 6 | 0 | 2 | -1 | -9
O=C(O)c1cc(N/N=C/c2c[nH]c3ccccc23)ccc1Cl | 4 | 18 | 0 | -2 | 12 | -2 | -5 | 1 | 24
O=C(N1CCN(c2ccccc2)CC1)C1(S(=O)(=O)c2ccc(Cl)cc2)CC1 | -3 | -3 | 0 | -2 | 1 | -6 | -4 | 6 | 8
CCCC(=O)Nc1nc2c(OC)ccc(OC)c2s1 | 1 | -2 | 1 | 4 | 7 | -3 | 5 | 0 | 5
COc1ccc(N(C)C(=O)c2onc3c2CCCC3)cc1 | 8 | 2 | 2 | 1 | -5 | -2 | 13 | 8 | -1
CCCCN(CC)CCNC(=O)c1ccc2c(Cl)c3c(nc2c1)CCC3 | -4 | 7 | -2 | -1 | 3 | 2 | 9 | 2 | -6
O=C(CC(C(=O)N1CCc2ccccc21)n1ccnc1)NCc1ccccc1 (stereo not given) | -4 | 4 | -5 | -12 | -12 | -5 | 2 | 2 | 5
CC(C)(CNC(=O)C1CCCN1C(=O)c1cccs1)N1CCOCC1 (stereo not given) | 0 | 3 | -1 | -3 | -1 | 0 | 0 | 2 | -2
Cc1ccc(C(=O)OC(C)C(=O)Nc2ccc(S(N)(=O)=O)cc2)cc1S(=O)(=O)N1CCOCC1 (stereo not given) | -6 | 9 | -1 | 3 | 5 | -4 | 1 | 1 | 2
COc1ccc(NS(=O)(=O)c2cccc(C(=O)NCc3ccco3)c2)cc1 | 4 | 7 | -3 | -7 | 23 | -1 | 6 | 1 | 3
COc1ccc(-n2c(-c3ccc(F)cc3)cnc2SCC(=O)NCc2ccco2)cc1 | 6 | 2 | 2 | 2 | 7 | 2 | 4 | -2 | -3
Cc1ccc(-n2nc3c(c2NC(=O)/C=C\c2ccc4c(c2)OCO4)CSC3)c(C)c1 | -14 | -6 | -11 | -16 | 4 | 1 | -13 | 2 | -2
COC(=O)c1[nH]c2cc(OC)ccc2c1N | 10 | -4 | 2 | -3 | -8 | 0 | 10 | 2 | -3
Cc1cccc2cc(COC(=O)C(C)(C)C)c(=O)[nH]c12 | -1 | -1 | -2 | -6 | 2 | -1 | 6 | 2 | -4
CCOC(=O)c1ccc2nc(C)cc(Nc3cccc(C(=O)O)c3)c2c1 | 1 | -3 | 1 | 5 | 2 | 0 | . | . | .
CCCN(CCC)c1nc(N(CCC)CCC)[nH]c(=O)n1 | 1 | -5 | 1 | 0 | 4 | -2 | -1 | 5 | 1
CCOC(=O)c1c[nH]n(-c2ccccc2)c1=O | 3 | 0 | 2 | 14 | 2 | 3 | 7 | 9 | -3
COc1cccc(NC(=O)C/C(C)=N/NC(=O)C2CCCCC2)c1 | 2 | -2 | 2 | 7 | 4 | 1 | 7 | 3 | 9
COCCNC(=O)c1ccc(C)c(NC(=O)C2=C(C)OCCS2)c1 | 6 | 0 | -1 | 4 | 4 | -6 | 10 | -2 | -2
COc1ccc(/C=C/C(=O)c2ccc(NC(=O)c3cccs3)cc2)cc1OC | -19 | -60 | -34 | -42 | -7 | -5 | -27 | -12 | -40
COc1ccc(N=CC2=C(Nc3ccc(OC)cc3)c3c(C)nn(-c4ccccn4)c3CC2)cc1 | 57* | 84* | 50* | 49* | 54* | 81* | . | . | .
Cc1ccccc1Nc1c(-c2cccnc2)nc2cccc(C)n12 | 10 | 1 | 3 | 5 | 4 | 4 | 6 | 1 | 2
CCC(CC)C(=O)Nc1nnc(SCC(=O)N2CCN(c3ccccc3OC)CC2)s1 | 1 | 6 | -1 | 1 | 3 | -1 | 15 | 5 | 2
CCN1CCC(O)(C#Cc2ccccc2)CC1 | 3 | 0 | 1 | 5 | 1 | 2 | 4 | 9 | -1
O=C(Nc1ccc(Cl)c(Cl)c1)Nc1cc(C(=O)N2CCOCC2)ccc1N1CCCCC1 | -4 | 4 | -3 | -5 | 4 | -6 | 4 | 0 | 4
COc1cc2cnc(-c3ccccc3)c(C(=O)c3ccc(F)cc3)c2cc1OC | 0 | . | -4 | -6 | -2 | -3 | -6 | 0 | 1
O=C(c1n[nH]c2ccccc12)N1CCN(S(=O)(=O)c2ccc3ccccc3c2)CC1 | -6 | -3 | -18 | -24 | -2 | 2 | 3 | 7 | -4
O=C(NC1(C(F)(F)F)C(=O)Nc2c1c(=O)[nH]c(=O)n2Cc1ccco1)C1CCCCC1 (stereo not given) | 4 | 5 | -5 | -1 | -8 | 1 | 5 | 0 | 2
O=Cc1ccccc1OCc1nnsc1Cl | 1 | -2 | -2 | 0 | 1 | -3 | 4 | 1 | 0
COc1ccc(NC(=O)CCN2C(=O)C3C4CCC(C4)C3C2=O)cc1 (stereo not given) | -1 | 3 | 2 | -2 | -1 | 2 | 5 | 2 | -8
CCOc1ccc(NC(=O)c2cccc3c2C(=O)N(CCOC)C3)cc1 | -11 | 7 | 0 | -6 | -5 | 1 | 2 | 2 | 8
NS(=O)(=O)c1ccc(CCNC(=O)c2ccc(C(=O)c3ccccc3)cc2)cc1 | -10 | 1 | -9 | 8 | -3 | -4 | 4 | 5 | -7
COc1ccc(CNc2ncnc3cc(OC)c(OC)cc23)cc1OC | -1 | -4 | -1 | 4 | 5 | 5 | 2 | -4 | -3
O=C(CC1SC(N2CCCC2)=NC1=O)Nc1ccc(C(=O)N2CCCC(C(F)(F)F)C2)cc1 (stereo not given) | 1 | 4 | 4 | 7 | 2 | 3 | -3 | -2 | -6
CN(C(=O)CSc1nnnn1-c1ccccc1)C1CCS(=O)(=O)C1 (stereo not given) | -2 | 7 | 2 | 5 | 0 | 1 | 4 | 3 | 5
COc1ccccc1N1CC(C(=O)Nc2nnc(SCC(=O)N3CCOCC3)s2)CC1=O (stereo not given) | 1 | 5 | -1 | -3 | 4 | 4 | 5 | 0 | 2
CN(CC(=O)Nc1ccccc1Br)C(=O)c1ccc(COc2ccccc2)cc1 | 2 | 0 | 6 | 11 | 6 | -2 | 5 | 2 | 6
NC(=O)NCCCC(=O)O | 0 | 7 | 0 | 6 | -2 | -2 | 9 | 4 | -1
O=C(CCC(=O)c1cccs1)OCc1nc2ccccc2s1 | -3 | -8 | -2 | 3 | -2 | 0 | 10 | 0 | -4
O=C(OCc1nnc(-c2ccccc2)o1)C1CCN(S(=O)(=O)c2cccs2)CC1 | 4 | -1 | 1 | 5 | 10 | -2 | -6 | 2 | -2
COC(=O)c1ccc(CSc2nnc3c(n2)[nH]c2ccccc23)cc1 | 1 | -2 | 0 | 6 | 2 | -1 | 7 | 4 | -2
COc1cccc(OCCCN2CCN(S(=O)(=O)c3ccc(NC(C)=O)cc3)CC2)c1 | 0 | -5 | -4 | -1 | -3 | 3 | 7 | -2 | -3
COc1cccc(Cc2n[nH]c(=S)n2Cc2ccco2)c1 | 2 | -7 | 2 | 3 | 4 | 3 | 12 | 1 | 10
CN(CCCOc1ccccc1F)Cc1ccccc1 | 3 | 7 | -1 | -8 | -1 | -1 | 10 | -4 | -4
O=C(C1CCN(S(=O)(=O)c2ccccc2)CC1)N1CCCCC1 | 5 | -5 | -5 | -3 | 1 | -5 | 4 | 5 | 12
CC1CN(Cc2c(O)ccc3c(=O)c(-c4ccccc4Cl)coc23)CC(C)O1 (stereo not given) | -4 | 2 | 0 | -6 | -3 | 6 | 0 | 7 | 0
CC1=CC(C)(C)N=C(NC#N)N1 | 4 | -3 | 3 | -3 | 3 | 0 | 7 | -1 | 0
Cc1ccc(C(=O)Nc2ccc(N3CCN(S(C)(=O)=O)CC3)cc2)cc1C | -5 | -2 | 1 | 6 | 0 | 2 | . | . | .
CCOC(=O)c1nn(-c2ccc(C)c(Cl)c2)c(=O)c(C#N)c1C | -1 | 9 | -3 | 13 | 8 | 0 | 6 | 1 | 6
CN(C(=O)c1ccc(Cl)cc1)C1=CCCCC1CCC#N (stereo not given) | -6 | 4 | -1 | 2 | 1 | 1 | -2 | 5 | 7

Continuation:
molecule | PME-1 inh | GSTO1 inh | LYPLA1 counter | LYPLA2 counter | pPAFAH inh | PAD4 inh | PAFAH1B3 inh | PAFAH1B2 inh | PAFAH2 inh
COc1ccccc1C(=O)Nc1ccnn1C1CCN(Cc2ccn[nH]2)CC1 | 4 | 0 | 0 | 2 | 2 | -4 | 2 | 2 | -1
COc1ccc(CC(C)N2CCN(Cc3ccccc3)CC2)cc1OC (stereo not given) | -2 | -4 | 25* | 28* | 2 | 2 | 6 | 1 | 8
Cc1ncc(CN2CCN(Cc3ccccc3)C(CCO)C2)s1 (stereo not given) | -7 | 8 | 0 | 2 | -2 | -1 | -1 | 1 | 1
COc1ccccc1S(=O)(=O)n1cc(Cc2ccccc2)c(N)n1 | 9 | 2 | -5 | -2 | -2 | 0 | 7 | 2 | 9
CCOC(=O)C1=C(C)N(c2ccc(OC)cc2)C(=O)/C1=C\c1cccs1 | 0 | 3 | 3 | -1 | 4 | 1 | 6 | 3 | 0
O=C1C2C3C=CC(C3)C2C(=O)N1CCCO (stereo not given) | -3 | -4 | 1 | 0 | 2 | 6 | 13 | 2 | -6
Cc1ccc(-c2c(C)n([O-])c3c([n+]2=O)CCC3)o1 | 3 | 8 | -3 | 4 | 2 | -8 | 10 | 4 | 0
OCCCc1n[nH]c(=S)n1-c1ccccc1 | 3 | 2 | -3 | -5 | 3 | -4 | 9 | 1 | 2
O=C(NNC(=O)c1cc(Cl)ccc1O)c1cccc(S(=O)(=O)N2CCOCC2)c1 | -1 | 37* | -4 | -7 | 1 | -2 | 8 | -1 | 8
S=c1[nH]nc(-c2ccc3ncccc3c2)n1-c1ccc2c(c1)OCCO2 | 3 | -2 | 1 | 4 | 6 | 5 | 8 | 4 | 1
c1ccc(Cn2cnc3ccccc32)cc1 | -4 | 5 | 0 | 1 | -6 | -3 | 7 | 2 | -8
Cc1ccc(S(=O)(=O)N(CC(=O)NC2CCCC2)c2cccc(C)c2)cc1 | 1 | -2 | -2 | 0 | 5 | -1 | 7 | 4 | -4
CCCCC1CCC(C(=O)Nc2ccc(S(=O)(=O)Nc3nccs3)cc2)CC1 (stereo not given) | -4 | -2 | -3 | 1 | 10 | -3 | 8 | 7 | 0
